# Screening data deposited in PubChem by National Center for Advancing Translational Sciences (NCATS).
# NPC1 prom act: activates the NPC1 promoter; Huh7 NPC1 promoter luciferase reporter, 24 h; Potency, µM (top dose mostly 9.22 µM), without a hit: top-dose activation, actives largely listed as activators; 320,000 compounds, 2.4% hits;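 further: % of control where 0% means no effect; nearly all actives have a fitted effect of over 60% in size; reporter is driven by a mutant NPC1 promoter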
#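 Stably transfected Huh7 (NPC1 promoter→luciferase), 1500 cells/well in Opti-MEM + 10% FBS, 2 h settle, then compound 24 h at 37 °C. Luminescence after 10 min with Amplite reagent.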
# MBNL1-CUG inh: blocks human MBNL1 binding to CUG repeat RNA. Q9NR56. 280,000 compounds, 0.036% hits. TR-FRET MBNL1-His/biotin-(CUG)12 binding, 665/545 ratio. Potency, µM (series often up to 57.5 µM), for the others: top-dose activity change, negative = inhibition, usual class: inhibitors; active means well fitted inhibition curve with a large enough effect in the signal ratio, with a control signal flat, not every such curve was filed as active; inconclusive means small, poorly fitted or top-dose-only effect, or effect the other way, or a change in a side signal; inactive means no such curve, though single readings can be large or run the other way; the % refers to the signal ratio; further: on the % scale 0 is the no-effect control and ±100 the full control effect
#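 TR-FRET between His-tagged MBNL1 and biotin-(CUG)12 RNA, detected with Tb anti-His antibody (0.055 ng/ul) and streptavidin-XL665 (5 nM), 60 min at room temperature. Compounds titrated 92 nM to 58 uM; 665/545 nm ratio normalized to buffer and complex controls.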
# p53 reactivation: re-activators of mutant p53 | H1299 p53-A138V BP100-luciferase reporter, luminescence, 24 h | 320,000 compounds, 0.063% hits | Potency, µM (titrated, usually from 92.2 µM), for the others: at the highest dose activity change, positive = activation, hits mostly activators; further: % of control where 0% means no effect; nearly all actives have a fitted effect of over 45% in size
#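 H1299 (p53-null), stable ts p53-A138V + BP100-Luc; 1000 cells/well, Opti-MEM/10% FBS; cpd 4 pt, 1:5; 24 h, 37 deg C, 5% CO2; detection reagent 10 min RT; luminescence.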
# FLuc counter: counter-screen for miR-21 project: firefly luciferase inhibitors or activators. P08659. purified FLuc, Km substrates, luminescence inhibition. Potency, µM (doses to about 57.5 µM), without a hit: at the top dose activity change, negative = inhibition, hits mostly inhibitors. 360,000 compounds, 6.9% hits;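 further: plate controls were vehicle for no effect and reference inhibitor for full effect; nearly all actives have a fitted effect of over 55% in size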
# Target sequence (P08659 whole entry, looked up): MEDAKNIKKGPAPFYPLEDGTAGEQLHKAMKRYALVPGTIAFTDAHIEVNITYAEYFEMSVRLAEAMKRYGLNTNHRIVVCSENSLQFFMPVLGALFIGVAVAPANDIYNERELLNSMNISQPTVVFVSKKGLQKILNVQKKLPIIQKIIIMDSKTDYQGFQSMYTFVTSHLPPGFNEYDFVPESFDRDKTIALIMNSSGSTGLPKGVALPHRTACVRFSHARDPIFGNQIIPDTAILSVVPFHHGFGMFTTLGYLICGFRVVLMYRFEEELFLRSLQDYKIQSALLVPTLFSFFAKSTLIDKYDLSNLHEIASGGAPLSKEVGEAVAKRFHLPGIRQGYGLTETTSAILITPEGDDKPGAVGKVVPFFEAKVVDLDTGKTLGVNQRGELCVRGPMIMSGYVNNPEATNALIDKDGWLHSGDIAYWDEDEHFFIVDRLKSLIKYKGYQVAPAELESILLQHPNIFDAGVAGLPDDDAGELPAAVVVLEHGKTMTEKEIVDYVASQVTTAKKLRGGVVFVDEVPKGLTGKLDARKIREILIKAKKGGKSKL
#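 Biochemical qHTS of compounds, final roughly 60 µM downward over six points, against 10 nM purified firefly luciferase using Km concentrations of substrates (10 uM D-luciferin, 10 uM ATP) in Tris acetate pH 7.5 buffer; luminescence output.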
# uPA surface inh: inhibitors of cell surface uPA generation; cell surface uPA generation assay, qHTS; Potency, µM (top dose mostly 38.3 µM), for inactives: at the top dose activity change, negative = inhibition, usual class: inhibitors; 330,000 compounds, 0.31% hits; active means well fitted inhibition curve with a large enough effect; inconclusive means small, poorly fitted or top-dose-only effect; inactive means no such curve, though single readings can be large or run the other way; tested in mouse RAW 264.7 cells; further: on the % scale 0 is the no-effect control and ±100 the full control effect; nearly all actives have a fitted effect of over 55% in size
# Rab9 promoter act: activators of Rab9 promoter. Potency, µM (series often up to 9.22 µM), for the others: at the highest dose activation, negative = inhibition, hits mostly activators. Huh7 Rab9 promoter-luciferase reporter, luminescence, 24 h. 320,000 compounds, 2.8% hits; further: % of control where 0% means no effect; nearly all actives have a fitted effect of over 60% in size
#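 Steps: seed 1500 Huh7 Rab9-luc cells per well, rest 2 h at 37 °C; add compound in DMSO; incubate 24 h; add luciferase reagent, 10 min ambient; read luminescence.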
# RORgamma inh: blocks mouse ROR gamma transcriptional activity; Drosophila S2 Gal4-RORgamma UAS-luciferase reporter, 20 h; P51450; 310,000 compounds, 5.4% hits; Potency, µM (top dose mostly 53.6 µM), for the others: top-dose activity change, negative = inhibition, actives largely listed as inhibitors; further: on the % scale 0 is the no-effect control and ±100 the full control effect; nearly all actives have a fitted effect of over 60% in size
# Target sequence (P51450 whole entry, looked up, the tested form may be a part): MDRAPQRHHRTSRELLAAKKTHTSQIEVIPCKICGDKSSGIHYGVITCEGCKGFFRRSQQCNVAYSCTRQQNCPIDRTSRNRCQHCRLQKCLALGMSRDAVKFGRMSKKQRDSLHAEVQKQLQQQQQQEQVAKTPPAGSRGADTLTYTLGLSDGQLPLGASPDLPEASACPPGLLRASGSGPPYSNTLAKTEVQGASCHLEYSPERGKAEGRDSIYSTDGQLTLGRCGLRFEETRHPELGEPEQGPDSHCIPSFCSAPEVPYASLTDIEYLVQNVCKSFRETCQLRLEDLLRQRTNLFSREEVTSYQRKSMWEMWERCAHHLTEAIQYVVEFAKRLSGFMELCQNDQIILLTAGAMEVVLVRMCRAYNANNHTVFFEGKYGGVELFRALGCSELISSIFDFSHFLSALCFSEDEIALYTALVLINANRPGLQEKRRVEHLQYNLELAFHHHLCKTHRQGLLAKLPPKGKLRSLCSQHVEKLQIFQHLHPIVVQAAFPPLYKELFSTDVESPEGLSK
#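 A Gal4/UAS one-hybrid system in insect cells: metallothionein-promoter Gal4–ROR gamma fusion plus Photinus luciferase reporter. Copper sulfate 700 uM final, 20 hr ambient incubation, luminescent detection after 10 min with reagent.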
# BRCA1 expr act: activators of BRCA1 expression. MCF7-BRCA1-FFLuc reporter, luminescence, 48 h; response scale: scaled: vehicle 0%, 10 µM genistein 100%. Potency, µM (doses to about 46.1 µM), for the others: at the top dose activation, most hits filed as activators. 380,000 compounds, 1.1% hits. AID 624202; further: nearly all actives have a fitted effect of over 80% in size; some results filed as inactive show a strong effect at the top dose
#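 48 h compound treatment of MCF7-BRCA1-FFLuc cells (phenol-red free MEM, 37 °C), then 15 min with luciferase substrate and luminescence imaging.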
# VP16 counter: inhibits Gal4-VP16 luciferase reporter, ROR gamma counter-screen. 310,000 compounds, 3.5% hits. Potency, µM (series often up to 53.6 µM), without a hit: top-dose activity, negative = inhibition, most hits filed as inhibitors. Drosophila S2 Gal4-VP16 UAS-luciferase, luminescence, 20 h;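 further: Gal4-VP16 expression switched on by copper sulfate through the metallothionein promoter; on the % scale 0 is the no-effect control and ±100 the full control effect; nearly all actives have a fitted effect of over 50% in size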
# ELG1 genotox: genotoxicity induction in ELG1-luciferase HEK293T cells. HEK293T ELG1-luciferase reporter, luminescence, 16 h. Potency, µM (doses to about 46 µM), for the others: at the top dose activity change, positive = activation, most hits filed as activators. 330,000 compounds, 1.3% hits; further: % of control where 0% means no effect; nearly all actives have a fitted effect of over 60% in size
#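 Quantitative HTS format in 1536-well plates. HEK293T ELG1-luciferase reporter cells receive test compound and are incubated 16 hr at 37 °C, 5% CO2; ONE-Glo added, 30 min room temperature, then luminescence read.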
# An asterisk follows results filed as active; ? = inconclusive; · = no result given; & = joins results of further samples; [ ] = remark or other dose. Unless noted, the call rests on the fitted dose curve; in most records, active means well fitted curve in the direction sought with a large enough effect; inconclusive means small, poorly fitted or top-dose-only effect, or another doubt; inactive means no such curve, though single readings can be large; an effect the other way counts as inactive or inconclusive. Potency means the concentration at half of the fitted maximal effect. Compounds were not picked by outcome; overall some 13% were active at least once.
SMILES,NPC1 prom act,MBNL1-CUG inh,p53 reactivation,FLuc counter,uPA surface inh,Rab9 promoter act,RORgamma inh,BRCA1 expr act,VP16 counter,ELG1 genotox
NC(=O)C1CCN(C(=O)/C=C/c2cccc(Br)c2)CC1,3%,·,-7%,-6%,0%,-3%,25%,?,9%,-3%
Cc1ccc(C)c(N(CC(=O)NC(C)C)C(=O)CCC(=O)Nc2ccccn2)c1,1%,-1%,-29%,2%,-1%,4%,?,3%,1%,0%
Cn1c(=O)[nH]c(Nc2ccc(F)cc2)c([N+](=O)[O-])c1=O,-3%,?,-4%,-1%,-2%,1%,10%,-2%,-4%,1%
Cc1cc(Br)c2[nH]cc(CCNC(=O)c3ccco3)c2c1,1%,-7%,-16%,?,-4%,1%,?,-16%,-4%,2%
O=C(C1COc2ccccc2O1)N1CCN(Cc2ccc(Br)cc2F)CC1 (stereo not given),1%,-3%,-2%,2%,-4%,-2%,?,-38%,-22%,-28%
CCOC(=O)CSc1nnnn1-c1cc(OC)ccc1OC,0%,-2%,-3%,0%,-7%,3%,0%,-27%,-8%,0%
CCCOc1ccc(C(=O)Nc2ccc(C)cc2[N+](=O)[O-])cc1,?,4%,7%,-10%,-2%,?,17%,92%,6%,3%
CC(C)(C)c1ccc(CCC(CC(=O)O)CC(=O)O)cc1,-2%,-7%,0%,?,-7%,0%,3%,11%,8%,0%
O=C1CN(C(=O)CSc2ccccn2)c2ccccc2N1,·,·,9%,·,-4%,·,·,27%,·,3%
CC(Sc1ccsc1[N+](=O)[O-])C(=O)NCc1ccccc1 (stereo not given),-6%,?,1%,-2%,·,6%,27%,·,3%,-6%
CN(CC(=O)Nc1c(Cl)cccc1Cl)C(=O)CNC(=O)C1CCCCC1,-5%,-7%,-9%,4%,0%,·,7%,2%,3%,9%
CCNc1nc(NCC)n2c(SCC(=O)NCC3CCCCC3)nnc2n1,-5%,-11%,-9%,0%,1%,1%,?,-1%,1%,-4%
O=Cc1c(NCCc2cccc(F)c2)c2ccccc2[nH]c1=O,-1%,2%,6%,3%,1%,-1%,10%,16%,0%,1%
COc1ccc(NC(=O)C2C3C=CC(C3)C2C(=O)NCc2ccco2)cc1 (stereo not given),2%,8%,8%,4%,·,1%,28%,0%,15%,7%
COC(=O)c1ccc(CNC(=O)COC(=O)c2cc(Cl)nc(Cl)c2)cc1,-4%,41%[activator],5%,0%,2%,10%,-1%,-1%,1%,-2%
COc1ccccc1-n1c(CNC(=O)COc2ccccc2)n[nH]c1=S,-2%,-2%,5%,2%,12%,-4%,-12%,5%,-2%,-4%
CN1COc2ccc3ccccc3c2C1,-5%,-14%,9%,0%,1%,-1%,-13%,3%,-13%[10 µM],-17%
c1ccc(N2CCN(Cc3ccnc4ccccc34)CC2)cc1,-8%,4%,5%,2%,·,-24%,20%[0.365 µM],-43%,·,-9%
Cc1nn(CCCC(=O)NCc2ccc(F)cc2)c(=O)c2nccn12,0%,0%,9%,0%,-8%,3%,1%,8%,-5%,-1%
CCOC(=O)CC1CCCCN1C(=O)CCCn1nnnc1CN1CCOCC1 (stereo not given),-1%,-8%,30%,-1%,5%,6%,4%,-3%,4%,0%
O=C(CNC(=O)c1sc2ccccc2c1Cl)NCc1cccnc1,-5%,5%,-7%,-1%,4%,4%,?,4%,-13%,-14%
CC(=O)Nc1ccc(C(=O)OCC(=O)NCc2ccccc2)cc1,-10%,-6%,9%,-1%,-2%,3%,6%,-31%,-5%,-1%
N#CC1=C(N)NC(SCC(=O)c2ccccc2)=C(C#N)C12CCCC2,0%,15%,12%,-14%,-5%,4%,11%,-47%,?,0%
CC(=O)CC(=O)Nc1ncc(C(F)(F)F)cc1Cl,-21%,·,0%,0%,4%,-1%,25%,0%,-1%,2%
CCOC(=O)c1c(-c2ccc(OC)cc2)csc1NC(=O)CSc1ncnc2sccc12,-6%,·,-2%,-1%,23%,-3%,-5%[10 µM],-52%,-5%,-5%
O=C(COc1ccc(Cl)c(Cl)c1)NC1CCS(=O)(=O)C1 (stereo not given),0%,·,-7%,·,15%,0%,·,-10%,·,1%
O=C(Cn1nc(Cc2cccnc2)c2ccccc2c1=O)NCc1ccc(F)cc1,3%,-7%,3%,1%,17%,4%,32%,-2%,0%,2%
Cc1cccn2c(=O)c(C=O)c(N3CCCCCC3)nc12,1%,?,10%,2%,·,2%,-4%,-12%,12%,2%
O=C(Nc1ccnn1C1CCN(Cc2ccc(OC(F)F)cc2)CC1)C1CCCC1,-4%,-6%,?,0%,2%,-6%,19%,-12%,-3%,-7%
O=C(N=C1SC2CS(=O)(=O)CC2N1c1ccc(Cl)cc1)C1CCCO1 (stereo not given),-17%,-6%,5%,2%,6%,3%,0%,0%,-2%,0%
CCCC(=O)O/N=C(\c1ccccc1)c1ccncc1,-1%,6%,-7%,0%,-15%,-1%,-4%,11%,-7%,-5%
CC(=O)c1ccc(N2CCN(C(=O)c3ccc(Br)cc3)CC2)c(F)c1,2%,-10%,-5%,2%,11%,3%,-40%,-9%,?,-6%
Cc1csc(SCC(=O)Nc2ccccn2)n1,11%,12%,?,1%[2.3 µM],1%,19%,25%,0%,8%,8%
Cc1ccccc1OCC(=O)NC(Cc1c[nH]c2ccccc12)C(=O)O (stereo not given),0%,-2%,4%,-14%,2%,3%,13%,-1%,-7%,0%
CCOc1ccc(C(=O)NCC(c2ccco2)N2CCc3ccccc3C2)cc1 (stereo not given),-3%,·,4%,-1%,-8%,-9%,·,-12%,·,-4%
CCOc1ccccc1NCc1cc(=O)oc2cc(C)ccc12,-1%,-3%,6%,?,3%,-1%,-18%,-26%,-1%,2%
C=CCN(C(=O)C1=NN(C2CCS(=O)(=O)C2)C(=O)CC1)c1nc(-c2ccc([N+](=O)[O-])cc2)cs1 (stereo not given),4µM*,?,-3%,-18%,-3%,2.8µM*,9%,5µM*,25%,12%
CCN(CC)CCNS(=O)(=O)c1ccc2[nH]cc(C(=O)O)c(=O)c2c1,-4%,-6%,-1%,-1%,13%,-2%,-16%,6%,14%,-2%
Cc1ccc(CN2[C@@H](CC3CCCCC3)COCCS2(=O)=O)cc1,1%,-5%,·,2%,11%,-3%,-19%,-8%,-12%,-4%
O=C(COC(=O)c1ccc(CO)cc1)Nc1ccc(OC(F)F)cc1,-2%,-3%,-1%,3%,3%,0%,2%,-4%,-14%,0%
CC(C)NC(=O)C1CCN(C2CCN(Cc3cn[nH]c3-c3ccccc3)CC2)CC1,-3%,-3%,1%,0%,4%,-2%,-1%,-3%,-5%,2%
Cc1ccc(C(=O)N/C(=C/c2ccccc2)C(=O)NC(Cc2ccccc2)C(=O)O)cc1 (stereo not given),0%,·,4%,-5%,2%,-2%,6%[10 µM],-6%,-7%,0%
O=C(CN1CCC(NC(=O)c2ccco2)CC1)Nc1ccccc1C(F)(F)F,-3%,-3%,-3%,2%,2%,3%,11%,-32%,-17%,1%
O=c1ccccn1CCOc1ccccc1Cl,11%,-7%,15%,-19%,-2%,23%,-10%,13µM*,28%,?
Cc1ccnc2c(N3C(=O)C4C5C=CC(C5)C4C3=O)cccc12 (stereo not given),-1%,1%,-7%,-4%,3%,-14%,5%,-6%,-1%,-6%
CCCCN(C(=O)CCCc1nc2ccccc2c(=O)[nH]1)c1c(N)n(CC(C)C)c(=O)[nH]c1=O,5%,·,3%,-8%,-7%,1%,·,0%,·,-4%
CCOc1ccc(S(=O)(=O)NCCC(=O)OCC(=O)NC(=O)c2cccn2C)cc1,·,·,-6%,·,-1%,·,·,0%,·,0%
COc1cccc2cc(C(C)N(CCCN3CCOCC3)C(=S)Nc3cccc(C)c3)oc12 (stereo not given),-7%,-3%,9%,-1%,-4%,-9%,?,-21%,-6%,-5%
COc1ccc(NC(=O)CSc2nnc(CNC(=O)c3ccco3)o2)cc1,-1%,-2%,-4%,-3%,10%,-6%,-3%,5%,5%,2%
COc1cc2c(cc1OC)CN(C(=O)c1ccc(OC)c(S(=O)(=O)N3CCOCC3)c1)CC2,17%,12%,13%,-15%,0%,29%,-5%[10 µM],46%,-10%,19%
COc1ccccc1NS(=O)(=O)c1ccc(C)c(NC(=O)c2ccc(S(=O)(=O)N3CCCCCC3)cc2)c1,-4%,3%,-8%,-1%,-10%,-1%,44%,-38%,-7%,-1%
O=C(COC(=O)c1n[nH]c2ccccc12)Nc1cccc(S(=O)(=O)N2CCOCC2)c1,1%,-1%,-1%,-13%,1%,-10%,?,-15%,-1%[10 µM],0%
O=S(=O)(c1ccccc1F)N1CCC(Oc2ccc(-n3cnnn3)cc2)CC1,-1%,0%,-9%,-1%&2%,?,0%,30%,-23%,?,-2%
CC(C)CNS(=O)(=O)c1ccc(CCC(=O)N2CCN(c3ccccc3)CC2)cc1,-1%,3%,-4%,1%,0%,-2%,19%,12%,7%,-9%
